# Bioassay records as filed in PubChem.
# FBW7 activator: activators of human E3 ligase FBW7. Q969H0. AlphaScreen FBW7–phospho-cyclin E peptide binding, activator screen. normalized activity (activation), % at 26.1 µM. actives 0.13% (n = 650,000). AID 1259310; in the data active means normalized activity above about 1.9%;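 further: purified mutant Fbw7 with reduced substrate affinity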
# GPR151 ag: activates the human receptor GPR151. actives 1% (n = 650,000). activation, % at 11.2 µM. AID 1508602. Q8TDV0. PathHunter beta-arrestin GPR151 cells, luminescence; in the data active means activation above about 4.9%;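 further: 0% = median of compound wells and 100% = cells with positive control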
# Target sequence (Q8TDV0 whole entry, looked up): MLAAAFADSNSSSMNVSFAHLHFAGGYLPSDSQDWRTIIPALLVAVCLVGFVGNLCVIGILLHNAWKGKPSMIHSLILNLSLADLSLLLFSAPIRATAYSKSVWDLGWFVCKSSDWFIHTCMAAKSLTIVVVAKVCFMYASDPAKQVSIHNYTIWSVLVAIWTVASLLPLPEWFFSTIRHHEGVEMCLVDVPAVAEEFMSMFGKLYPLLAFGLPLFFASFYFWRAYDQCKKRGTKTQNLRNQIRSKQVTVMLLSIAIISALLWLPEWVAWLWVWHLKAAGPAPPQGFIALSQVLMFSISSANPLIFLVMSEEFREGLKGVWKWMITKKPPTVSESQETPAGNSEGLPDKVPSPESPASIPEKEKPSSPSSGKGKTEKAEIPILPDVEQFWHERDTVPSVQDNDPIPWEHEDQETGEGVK
# TEAD-YAP inh: TEAD-YAP interaction inhibition; inhibition, % at 9.12 µM; actives 1.4% (n = 640,000); HEK-TIYL cells, TEAD-Gal4/YAP UAS-luciferase luminescence; in the data active means inhibition above about 32%;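 further: 0% = median of test compound wells and 100% = reference inhibitor wells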
# MITF primary: inhibitors of human MITF; O75030; AlphaScreen MITF homodimerization, bead proximity signal; inhibition, % at 2.6 µM; actives 0.91% (n = 650,000); in the data active means inhibition above about 50%;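 further: 0% = vehicle wells with protein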
# Target sequence (O75030 whole entry, looked up): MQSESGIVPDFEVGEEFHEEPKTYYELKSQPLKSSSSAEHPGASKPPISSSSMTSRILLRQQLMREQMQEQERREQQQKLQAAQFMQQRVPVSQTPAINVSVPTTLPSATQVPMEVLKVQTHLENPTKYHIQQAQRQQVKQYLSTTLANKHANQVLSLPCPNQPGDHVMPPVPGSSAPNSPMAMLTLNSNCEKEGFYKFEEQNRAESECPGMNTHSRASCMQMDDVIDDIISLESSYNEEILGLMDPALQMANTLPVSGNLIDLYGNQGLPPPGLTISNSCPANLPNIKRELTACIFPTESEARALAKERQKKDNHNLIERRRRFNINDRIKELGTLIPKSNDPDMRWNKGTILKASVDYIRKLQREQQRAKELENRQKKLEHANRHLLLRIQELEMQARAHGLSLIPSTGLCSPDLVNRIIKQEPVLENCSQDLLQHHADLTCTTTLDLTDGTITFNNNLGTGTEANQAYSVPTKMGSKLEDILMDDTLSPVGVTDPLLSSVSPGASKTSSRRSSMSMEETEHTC
# * hit, by the source's call.
# Values run as follows: FBW7 activator	GPR151 ag	TEAD-YAP inh	MITF primary
Cc1ccc(-n2nc3c(c2NC(=O)Cc2ccccc2)CS(=O)(=O)C3)cc1
    -0.1	-0.9	-3	-12
Cc1ccc(NC(=O)C2c3ccccc3Oc3ccccc32)cc1Cl
    -0.2	-1.7	-1	11
O=C(NCCCN1CCCCC1)c1nc(-c2cccnc2)no1
    -0.1	-0.1	11	5
O=C(N/N=C\c1cccc(O)c1)C(=O)N/N=C/c1cccc(O)c1
    0.8	-0.7	-3	9
COc1ccc(/C=N/N2CCN(Cc3cccc4ccccc34)CC2)cc1OC
    -0.3	-0.5	2	3
Cc1nnn(-c2nonc2N)c1C(=O)N/N=C1\CCc2ccccc21
    0.0	3.3	-4	6
COCCNc1oc(-c2ccccc2F)nc1C#N
    0.1	1.8	-16	-5
CCC(=O)Nc1nc2c(c3c1c(=O)oc1ccccc13)CC(C(C)(C)C)CC2 (centres undefined)
    -0.1	0.9	0	1
C=C(C)c1cccc(C(C)(C)NC(=O)NC(CC)CO)c1 (centres undefined)
    0.0	0.6	-8	-9
COC(=O)C(C)CN1CCN(Cc2ccc3c(c2)OCO3)CC1 (centres undefined)
    -0.3	-1.4	4	79*
CCOC(=O)C1=C(CN2CCSCC2)NC(=O)NC1c1cc(C)ccc1C (centres undefined)
    0.2	-1.1	4	15
COC(=O)C12CC3(C)CC(C)(C1)CC(C(=O)OC)(C3)C2
    -0.1	-2.9	-7	-17
Cc1ccc(-c2n[nH]c(CNC(=O)c3ccncc3)n2)cc1
    -0.1	0.6	11	-5
NS(=O)(=O)c1cccc(NC(=O)CSc2nnc(NCc3ccccc3)s2)c1
    0.1	-0.4	-17	11
COc1ccc(CC(=O)NCC2CCCN(Cc3ccc(F)cc3F)C2)cc1 (centres undefined)
    0.1	0.3	8	6
CC(C)CN(CC(C)C)CC(O)CN(c1ccccc1)S(=O)(=O)c1ccccc1[N+](=O)[O-] (centres undefined)
    0.0	0.8	2	-5
C=CCn1c(N/N=C(/C)c2ccc(Cl)cc2)nc2c1c(=O)[nH]c(=O)n2C
    -0.1	1.6	-4	4
CN(C)c1ccc(NC(=O)CSc2nc3ccc(N4CCCCC4)cc3c(=O)n2Cc2ccccc2)cc1
    0.2	-2.4	-10	12
Cn1cnnc1SCc1cc(Cl)ccc1OC(F)F
    0.3	-1.0	0	0
O=C(Nc1ccc([N+](=O)[O-])cc1)c1ccc2c(c1)C(=O)N(c1cccc([N+](=O)[O-])c1)C2=O
    0.0	0.6	0	14
Cc1ccccc1-c1nc2scc(-c3cccs3)c2c(=O)o1
    0.0	1.6	-2	11
O=C(NCC(=O)N1CCOCC1)c1ccc(Br)cc1
    0.0	-0.4	-5	-1
CC1=C(C)/C(=N\OC(=O)c2ccc(Cl)cc2)C=CC1=O
    -0.1	-1.6	-36	-4
COc1ccccc1C(CCN(Cc1ccc2c(c1)OCO2)C(=O)c1ccco1)c1ccc2c(c1)OCO2 (centres undefined)
    0.5	0.2	-11	3
COc1ccc(COC(=O)C2=C(C)NC3=C(C(=O)CCC3)C2c2cccc(C)c2)cc1 (centres undefined)
    -0.1	0.6	1	7
NC1=NC(=O)/C(=C/c2ccccc2OS(=O)(=O)c2ccc(Cl)cc2)S1
    -0.3	0.1	3	-5
COc1ccc(C2Nc3ccc(Br)cc3C(c3ccccc3)O2)c(OC)c1 (centres undefined)
    -0.2	-0.1	0	-1
COc1ccc(OC)c(NC(=O)N2CCN(c3ccc(F)cc3)CC2)c1
    0.1	-1.0	1	9
O=C(O)/C=C/C(=O)NCc1ccc(Cl)cc1
    0.2	-0.5	3	-54
CCCN(CCC)c1ncnc2c1c(-c1ccccc1)cn2-c1cccc(C(F)(F)F)c1
    0.4	-0.7	0	15
CCNC(=O)CN(C1CCCCC1)S(=O)(=O)c1ccc(F)cc1
    0.1	-0.9	7	15
CCOC(=O)N1CCC(Nc2ccc(N3C(=O)CC(C)C3=O)cc2[N+](=O)[O-])CC1 (centres undefined)
    0.8	-0.9	9	12
O=C(NCc1cccnc1)c1ccnc(-c2ccc(C(=O)NC3CC3)cc2)c1
    0.0	0.9	-2	19
O=C(CC1C(=O)NCCN1CC1CCCCC1)NCCc1cccnc1 (centres undefined)
    0.1	-0.5	3	10
Cc1cc(=O)n2[nH]c(CCc3ccccc3)nc2n1
    0.5	-0.9	1	26
CC(C)=CC(=O)Nc1nnc(-c2ccc(F)cc2)s1
    0.0	-0.7	-8	2
O=C(Cn1cnc2c(nnn2Cc2ccccc2F)c1=O)NC1CCCC1
    -0.1	-0.3	-8	-8
CCOC(=O)N1CCC(NC(=O)Cn2cc3c(n2)CCCC3)CC1
    0.1	0.5	-5	12
O=C(COc1cccc([N+](=O)[O-])c1)N/N=C/c1ccccn1
    0.0	-1.0	-4	6
COc1ccc(C(=O)n2cnc3ccccc32)cc1[N+](=O)[O-]
    0.2	0.6	-9	25
CN(C1CCC(=O)N(Cc2ccc(F)cc2)CC1)C1CCOC1 (centres undefined)
    -0.1	1.6	-8	-2
O=C(COc1ccccc1)NNC(=O)c1ccc(F)cc1
    0.0	1.6	1	8
O=C1CC(Sc2nc3c(c(C(F)(F)F)n2)CCCC3)C2COC1O2 (centres undefined)
    0.0	1.2	2	13
CC(C)C[C@@H]1NC(=O)[C@@H]2C[C@H](NC(=O)c3sccc3Cl)CN2C1=O
    -0.2	0.1	2	3
CCCCc1cc(=O)oc2cc(OCC(C)=O)ccc12
    0.6	-1.6	-2	16
C=CCN1C(=O)CC(C(=O)OC)C12CCN(Cc1cccc3cccnc13)CC2 (centres undefined)
    -0.1	-0.2	-5	-11
COc1ccc(-c2nc3ccc(C(=O)NC4CCCC(C)C4C)cc3nc2-c2ccc(OC)c(OC)c2)cc1OC (centres undefined)
    -0.1	1.5	-2	10
CC1=NN(c2cccc(C(=O)O)c2)C(=O)/C1=C\c1ccc2c(c1)OCO2
    -1.2	0.4	-16	19
Cc1ccc2nc(NC(=O)/C=C/c3ccccc3)sc2c1
    0.0	-1.5	2	10
O=C(Nc1ccccc1)/C(=C/c1ccc(F)cc1)NC(=O)c1ccco1
    0.1	3.6	-6	2
CCOc1ccc2c(c1)c1nnc(SCC(=O)NC3CC3)nc1n2C
    0.1	0.9	-5	0
C=CCO[C@H]1[C@H](NC(=O)COC)c2ccccc2C12CCN(C(=O)c1cccc(C)n1)CC2
    -0.3	-0.2	-17	-5
O=C(NCC(c1ccco1)N1CCN(c2ccc(F)cc2)CC1)c1cccs1 (centres undefined)
    0.5	0.1	-2	2
CCc1ccccc1NC(=O)CSC1=C(C#N)C(c2ccccc2)CC(=O)N1 (centres undefined)
    -0.1	-2.4	-5	-4
Nc1c(C(=O)NCc2ccccc2)c2nc3ccccc3nc2n1CCO
    -0.3	-0.9	3	4
O=C1CCC(c2ccccc2)=NN1Cc1c(F)cccc1Cl
    0.2	1.2	5	1
C=CCN(C#N)c1nc(N2CCCCC2)nc(N2CCCCC2)n1
    0.0	2.3	6	6
O=C(Cc1ccc([N+](=O)[O-])cc1)N/N=C/c1ccc2ncccc2c1
    0.1	0.8	12	-4
COc1cc(Cl)ccc1NC(=O)c1cc2nc(-c3ccccc3)cc(-c3ccccc3)n2n1
    -0.2	-1.4	-7	-15
CCCCNC(=O)N1CCCC(N2CCN(Cc3ccc4c(c3)OCO4)CC2)C1 (centres undefined)
    -0.1	0.1	-1	-13

# Carrying on.
compound	FBW7 activator	GPR151 ag	TEAD-YAP inh	MITF primary
CC(C)C(=O)NNC(=O)C12CC3CC(CC(C3)C1)C2	0.0	0.3	0	-9
COc1cc(/C=C2/NC(=O)N(Cc3ccccc3F)C2=O)ccc1OCC(=O)O	0.6	-1.8	6	-4
CCOC(=O)c1cnc2nc(NCc3cccc(Br)c3)[nH]n2c1=O	0.0	0.9	1	-5
Cc1ccccc1OCC(=O)Nc1ccc(Br)cc1	0.2	-1.2	-43	6
CCOC(=O)C1CCN(C/C=C/c2ccc(N(C)C)cc2)CC1	-0.1	0.7	4	38
CCOC(=O)c1c(C)n(C)c2ccc(O)c(CN3CCC(C)CC3)c12	-0.1	0.9	2	4
CCOc1ccc(C(=O)C2CCN(S(=O)(=O)c3ccc(NC(C)=O)cc3)CC2)cc1	-0.2	0.7	-6	-5
Cc1c(C)c2ccc(OC(=O)c3ccco3)cc2oc1=O	-0.1	1.7	4	-2
C#CCSc1ccnc2c1c(=O)n(C)c(=O)n2C	-0.1	-1.6	7	7
COC(=O)c1cc([N+](=O)[O-])cc2c1-c1c(cc([N+](=O)[O-])cc1[N+](=O)[O-])/C2=C/c1ccccn1	-1.2	0.9	0	13
COc1ccc2c(C)cc(SCC#N)nc2c1	0.2	2.3	14	-13
Cc1nn2c(N3CCNCC3)c3c(nc2c1-c1ccc(F)cc1)CCC3	-0.3	0.0	-9	-5

# Shown as labelled records: part of the list above.
CCOC(=O)c1c(C)n(C)c2ccc(O)c(CN3CCC(C)CC3)c12
  FBW7 activator: -0.1	GPR151 ag: 0.9	TEAD-YAP inh: 2	MITF primary: 4

CCOc1ccc(C(=O)C2CCN(S(=O)(=O)c3ccc(NC(C)=O)cc3)CC2)cc1
  FBW7 activator: -0.2	GPR151 ag: 0.7	TEAD-YAP inh: -6	MITF primary: -5

Cc1c(C)c2ccc(OC(=O)c3ccco3)cc2oc1=O
  FBW7 activator: -0.1	GPR151 ag: 1.7	TEAD-YAP inh: 4	MITF primary: -2

# Continued.
compound	FBW7 activator	GPR151 ag	TEAD-YAP inh	MITF primary
O=C(Cc1cccc(Cl)c1)Nc1ccccc1	0.0	0.6	-2	-8
O=c1[nH]c(SCc2ccccc2)nc2c1C(C1CCCC1)Cc1ccccc1-2 (centres undefined)	0.0	0.6	7	18
COCCN(C(=S)Nc1cccc(Cl)c1C)C1CCN(C(C)=O)CC1	0.1	-0.8	0	12
CCC(=O)Nc1ccc(C(=O)CSc2nc(N)cc(N)n2)cc1	0.0	-1.2	2	-2
O=C(CSc1nc2c(sc(=S)n2Cc2ccco2)c(=O)n1-c1ccccc1)NC1CCCC1	0.0	-0.1	0	3
O=C(c1ccc2c(c1)C(=O)N(c1c[nH]c(=O)[nH]c1=O)C2=O)c1ccc2c(c1)C(=O)N(c1c[nH]c(=O)[nH]c1=O)C2=O	-1.5	2.3	-4	20
CCOc1cc(C(=O)Nc2c3c(nn2-c2cccc(Cl)c2)CSC3)cc(OCC)c1OCC	0.0	0.5	-11	-14
COc1ccc(CNc2ccc(S(=O)(=O)Nc3ccccc3)cc2[N+](=O)[O-])cc1OC	-0.1	1.2	-8	2
Cc1cccnc1C(NC(=O)C1CCN(C(=O)NC(C)C)CC1)c1cccs1 (centres undefined)	0.8	-0.9	11	11
CCCc1nc(-c2ccc(-c3cccc(OC)c3)nc2OC)no1	0.2	-1.3	-26	10
CC(=O)Nc1ccc(S(=O)(=O)C(C#N)c2nc3ccccc3nc2NCCO)cc1 (centres undefined)	0.1	-0.2	2	1
Cc1ccc(S(=O)(=O)CCC(=O)OCC(=O)Nc2ccc(C(C)(C)C)cc2)cc1	-0.1	-0.5	-22	-2
O=C(c1nc2ccccn2c1CN1CCC(C2CCCCC2)C1)N1CCOCC1 (centres undefined)	0.0	-0.9	6	1
Cc1nc2nc[nH]n2c(=O)c1NS(=O)(=O)c1ccc(C2CCCCC2)cc1	-0.1	-0.4	7	-17
O=C(NC1CCN(Cc2nnnn2CCc2ccccc2)CC1)C1CCCCC1	0.5	-0.8	-1	20
O=c1c2c(nc3nc(-c4ccccc4)[nH]n13)CCCC2	0.1	5.7*	9	4
Nc1nonc1-n1nnc(C(=O)N/N=C/c2cccs2)c1-c1ccccc1	0.1	-0.9	-6	7
CS(=O)(=O)N(Cc1ccccc1Cl)c1ccc(C(=O)NCc2ccccn2)cc1	-0.3	-0.2	-6	2
COc1ccccc1CNC(=O)c1sc2ncnc(N3CCN(c4ccccc4OC)CC3)c2c1C	-0.1	-1.0	0	-1
Cc1ccc(S(=O)(=O)Nc2cc(-n3c(C)nc4ccccc4c3=O)ccc2Cl)cc1	0.3	-0.7	-18	10
O=C(c1ccnc(-n2cnnn2)c1)N1CCc2c([nH]c3ccccc23)C1c1ccccc1F (centres undefined)	0.0	-0.3	-8	-2
Cc1ccc(N2C(C)C(=O)SC23CCCCC3)cc1 (centres undefined)	0.0	0.2	3	12
CCOc1cc(/C=C2/C(=O)NC(=S)N(CC)C2=O)ccc1O	0.2	0.1	16	-3
Cn1cc(S(=O)(=O)Oc2cccc3ccccc23)c(=O)n(C)c1=O	-0.1	0.3	-14	5

# Part of the list above with just TEAD-YAP inh:
SMILES,TEAD-YAP inh
CCOc1cc(/C=C2/C(=O)NC(=S)N(CC)C2=O)ccc1O,16
Cn1cc(S(=O)(=O)Oc2cccc3ccccc23)c(=O)n(C)c1=O,-14

# By substructure, those above containing a CF3 group
compound	FBW7 activator	GPR151 ag	TEAD-YAP inh	MITF primary
CCCN(CCC)c1ncnc2c1c(-c1ccccc1)cn2-c1cccc(C(F)(F)F)c1	0.4	-0.7	0	15
O=C1CC(Sc2nc3c(c(C(F)(F)F)n2)CCCC3)C2COC1O2 (centres undefined)	0.0	1.2	2	13
